Compound activity (PubChem BioAssay)
RmlCD inh 1536 = inhibitors of Mycobacterium tuberculosis RmlC and RmlD coupled enzymes. inhibition, % at 3.6 µM. RmlC+RmlD coupled enzyme assay, percent inhibition; primary screen in compound mixtures. P9WH09+P9WH11. actives 0.03% (n = 160,000); in the data active = inhibition mostly above about 34%, no sharp cut-off; inconclusive = no clear call, values can overlap the other calls; inactive = mostly below about 22%; note: some results filed as inactive read as strong as hits
Target sequence (P9WH09 whole entry, looked up): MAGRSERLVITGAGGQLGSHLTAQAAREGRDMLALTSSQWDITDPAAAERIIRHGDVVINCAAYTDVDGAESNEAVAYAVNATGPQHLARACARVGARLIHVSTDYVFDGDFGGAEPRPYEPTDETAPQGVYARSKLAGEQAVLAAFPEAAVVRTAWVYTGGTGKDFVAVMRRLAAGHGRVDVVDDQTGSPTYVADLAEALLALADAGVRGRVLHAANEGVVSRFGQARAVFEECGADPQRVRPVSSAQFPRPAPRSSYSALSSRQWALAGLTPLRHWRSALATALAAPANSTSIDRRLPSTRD
Target sequence (P9WH11 whole entry, looked up): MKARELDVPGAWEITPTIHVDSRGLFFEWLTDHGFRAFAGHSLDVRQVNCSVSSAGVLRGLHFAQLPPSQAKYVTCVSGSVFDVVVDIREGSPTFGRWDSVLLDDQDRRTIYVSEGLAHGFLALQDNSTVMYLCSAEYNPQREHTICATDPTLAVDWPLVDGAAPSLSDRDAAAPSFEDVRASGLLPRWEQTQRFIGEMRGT
M. tuberculosis GlmU = inhibition of mycobacterial GlmU enzyme – biochemical, glucosamine-1-phosphate acetyltransferase (AID 1376); M. tuberculosis GlmU acetyltransferase enzyme assay; higher % means a stronger effect; one-dose inhibition, %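 (tested at 30 µM in the primary screen)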; IC50 in µM for titrated hits; actives 0.25% (n = 220,000); in the data active = inhibition above about 13%; inconclusive = no clear call, values can overlap the other calls;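 note: 0% = complete reaction with vehicle and 100% = reaction without substrate; strong numbers were not always called active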
The depositor's hits bear a star; ? = inconclusive; / = no result given.

nr	Compound	RmlCD inh 1536	M. tuberculosis GlmU
1	COc1ccccc1CC1(C)NC(=O)N(CC(=O)N2CCc3ccccc3C2)C1=O (stereo unspecified)	/	-3.0%
2	Cc1nn(Cc2cccc(C(=O)Nc3ccn(Cc4ccccc4F)n3)c2)c(C)c1[N+](=O)[O-]	/	-3.6%
3	COc1ccc(/C=N/n2cnc3c([nH]c4ccc(F)cc43)c2=O)cc1CN1CCCC1	27.7	-3.2%
4	O=C(CN1C(=O)C2CC=CCC2C1=O)OCc1cc(=O)n2cc(Br)ccc2n1 (stereo unspecified)	9.5	0.5%
5	CCc1ccc(N=c2c([N+](=O)[O-])nn(-c3ccc4c(c3)OCCO4)n2O)cc1	4.8	7.5%
6	COc1ccc(CC(=O)NCc2cn3ccsc3n2)cc1	3.4	3.1%
7	O=C(N/N=C/c1ccco1)c1cc(C2CC2)nc2ccccc12	/	4.4%
8	Cc1cc(-c2onc(C)c2C(=O)Oc2ccc(Cl)cc2)no1	15.5	0.0%
9	COc1ccc(OC)c(NC(=O)C2CCCC2)c1	/	-11.2%
10	CC(C)S(=O)(=O)N1CCCC(C(=O)c2cccc(Cl)c2)C1 (stereo unspecified)	-7.4	-4.0%
11	O=C(Oc1cccc([N+](=O)[O-])c1)c1cc(-c2ccccc2)nc2ccccc12	/	0.6%
12	Cc1ccc(Sc2c(C=O)c3ccccc3n2C)cc1	-9.5	-0.6%
13	CN1CCc2c(sc(/N=C/c3cc(C(C)(C)C)ccc3O)c2C#N)C1	2.6	-0.1%
14	O=C(c1ccc(Br)o1)N1CCN(C/C=C/c2ccccc2)CC1	8.1	3.7%
15	Cc1cccc(N2C(=O)CC(N3CCC(c4nc5ccccc5[nH]4)CC3)C2=O)c1 (stereo unspecified)	-2.3	0.1%
16	Cc1ccc(C)c(SCC(=O)OCC(=O)NCc2ccccc2)c1	24.2	2.7%
17	COc1ccccc1NC(=O)C(C/C=C(/C)Cl)C(C)=O (stereo unspecified)	/	0.7%
18	C=CCn1c(/N=C/c2ccc(N(C)C)cc2)nc2ccccc21	3.0	-1.3%
19	O=C(O)c1cccc(NC(=O)C2C3C=CC(C3)C2C(=O)O)c1 (stereo unspecified)	13.0	2.4%
20	Cc1nc(CS(=O)(=O)c2ccccc2)cc(Sc2ccc(Cl)cc2)n1	11.0	6.1%
21	O=C(NCc1ccccn1)C1C2C=CC(C2)C1C(=O)Nc1ccc(F)cc1 (stereo unspecified)	/	-2.9%
22	CC(C)=CCOc1ccc2ccc(=O)oc2c1	-9.6	2.8%
23	O=C(NCc1ccc(Cl)cc1)c1cc(-c2ccco2)on1	4.5	/
24	Cc1ccccc1OCc1nc2ccccc2[nH]1	3.0	2.2%
25	CC1(C)CC(C(CC(=O)Nc2nccs2)c2ccccc2)CCO1 (stereo unspecified)	/	2.1%
26	COc1cc(C(=O)NCCOc2ccc(F)cc2)c(Br)c(OC)c1OC	12.1	-8.4%
27	Cc1ccc(S(=O)(=O)Nc2cccc(NC(=O)CN3CCCCC3)c2)cc1	/	-1.6%
28	CC1=CC(C)(C)N(S(=O)(=O)c2ccc(C)cc2)c2ccc(C)cc21	-7.5	4.0%
29	Cc1cc2ccccc2c(=O)n1CC(=O)NC1CCCCCC1	19.6	3.3%
30	COC(=O)c1noc(-c2ccc(OC)cc2)n1	0.6	-1.2%
31	CCN(CC(=O)NC1CCS(=O)(=O)C1)S(=O)(=O)c1cccc(C(C)=O)c1 (stereo unspecified)	-0.5	-7.8%
32	CCCCCn1c(=O)[nH]c2cc(C(=O)NCc3ccccn3)ccc2c1=O	-2.5	0.2%
33	CC(C)CNc1cc(Cl)c(S(=O)(=O)NCC(C)C)cc1C(=O)O	35.7	-0.1%
34	Cc1ccc(S(=O)(=O)N(C)CCCC(=O)N2CCN(C=O)CC2)cc1	/	2.2%
35	CSc1ccc(-c2nnn(CC(=O)NCc3ccccc3)n2)cc1	7.2	-4.0%
36	COc1c(C)cc(C(=O)C2CCCN(C(=O)c3cccc(-n4cccn4)c3)C2)cc1C (stereo unspecified)	/	2.3%
37	CCCCN1C(=S)NC[C@@H]1c1ccccc1	/	1.1%
38	Cc1cc(C)n(Cc2nc3ccccc3n2C)n1	/	-0.2%
39	COc1ccc(COC(=O)N/C=C/c2ccco2)cc1	6.3	-2.1%
40	COc1ccc(NC(=O)C/C(C)=N/NC(=O)C(=O)NC(C)C)c(OC)c1	21.4	4.3%
41	CCOC(=O)Cn1nnc(-c2ccccc2)n1	/	1.7%
42	CCC(=O)c1ccc(N2CCN(C(=O)c3ccccc3)CC2)c(F)c1	6.7	3.7%
43	O=C(c1ccccc1)N1CCN(Cc2ccccc2)CC1	/	-3.2%
44	Cc1ccc(-n2nc(C)c3c2OC(N)=C(C#N)C3c2ccoc2)cc1 (stereo unspecified)	/	3.2%
45	CS(=O)(=O)N1CCC(C(=O)NCc2ccc(Cl)cc2Cl)CC1	1.7	0.9%
46	CCOCCCNC(=O)C1CCN(S(=O)(=O)N(CC(C)C)CC(C)C)CC1	-12.9	-4.1%
47	Cn1c(SCc2ccc([N+](=O)[O-])cc2)nnc1-c1cccnc1	-9.5	1.6%
48	Cc1onc(-c2c(Cl)cccc2Cl)c1C(=O)N1CCN(c2ncccn2)CC1	-2.2	-5.8%
49	CCC(=O)NC(=S)Nc1cccc(NC(=O)c2ccc(Cl)cc2Cl)c1	/	-2.4%
50	Cc1cc(C)n(-c2ccc(Cl)c(C(=O)Nc3ccc(OC(F)(F)F)cc3)n2)n1	5.9	-2.6%
51	O=[N+]([O-])c1cc(S(=O)(=O)Nc2ccccc2)ccc1N1CCN(c2ccc(O)cc2)CC1	9.3	-4.0%
52	O=C(COC(=O)c1ccc2c(c1)C(=O)N(CCc1ccccc1)C2=O)Nc1ccc(OC(F)F)cc1	2.9	1.7%
53	CCOC(=O)CN(C(=O)CSc1nnc(CNc2ccc(F)cc2)n1C)c1ccccc1	9.6	-0.9%
54	Cc1nn(C(C)C(=O)Nc2ccc(Cl)cn2)c(C)c1[N+](=O)[O-] (stereo unspecified)	/	1.3%
55	C/C(=N\NC(=O)c1ccc(Cl)cc1)c1cccc(NC(=O)c2cccnc2)c1	10.0	-6.5%
56	COc1ccc(C)cc1S(=O)(=O)Nc1ccccc1C	?	-3.0%

Entries by screen from the entries so far.
RmlCD inh 1536, entries 49 to 53: /, 5.9, 9.3, 2.9, 9.6

Additional entries follow.
nr	Compound	RmlCD inh 1536	M. tuberculosis GlmU
57	O=C(NCCc1nc2ccccc2[nH]1)/C(=C/c1ccco1)NC(=O)c1ccc(Br)cc1	6.8	1.6%
58	O=C(c1ccc(N2CCOCC2)c([N+](=O)[O-])c1)N1CCN(S(=O)(=O)c2cccs2)CC1	4.6	-0.4%
59	O=C(O)CSCC(=O)NCc1ccccc1	/	-5.2%
60	CCCNC(=O)c1ccc(Cl)c(Cl)c1	/	0.7%
61	Cc1nnc(-c2ccccc2)[nH]c1=O	12.5	1.6%
62	CCOc1cccc(C(=O)Nc2ccncc2)c1	-8.1	2.5%
63	COc1ccc(Cl)cc1C(=O)CSc1nc(N)cc(N)n1	-6.8	-1.5%
64	CC(C)(C)c1ccc(-c2nc(C#N)c(NCc3cccnc3)o2)cc1	-7.8	1.2%
65	CC(=O)c1sc(-c2ccc(F)cc2)cc1NS(=O)(=O)c1ccccc1	7.2	6.5%
66	Cc1cc(=O)oc2cc(OCC(=O)OCC(=O)NC(=O)NC(C)C)ccc12	6.7	1.0%
67	COc1ccc(-c2[nH]nc3c2C(c2ccccc2OC(=O)N2CCOCC2)C(C#N)=C(N)O3)cc1 (stereo unspecified)	-0.2	1.8%
68	CCOc1ccc(N(CC(=O)Nc2ccc(C)cc2)S(=O)(=O)c2c(C)noc2C)cc1	-3.7	-1.2%
69	CN(C)c1ccc(/C=C(/NC(=O)c2ccccc2)C(=O)N/N=C/c2ccc([N+](=O)[O-])c(O)c2)cc1	/	1.8%
70	CC1=CC(C)(C)N(C(=O)Nc2ccccc2)c2ccccc21	-12.1	/
71	CCc1ccc(-n2cc(-c3ccc(F)cc3)[n+]3c2SCCC3)cc1	11.1	-6.3%
72	COC(=O)c1onc(-c2ccccc2)c1C(=O)OC	-1.5	-2.9%
73	O=C(NCCCN1CCOCC1)c1cc(C(=O)C2CCCCC2)c[nH]1	4.8	-5.1%
74	COC(=O)c1ccc(C(=O)OC)c(NC(=O)Nc2ccc3c(c2)OCO3)c1	5.6	1.8%
75	COc1ccc(C(=O)N2CCN(Cc3nc(CC4CC4)no3)CC2)cc1	4.2	1.4%
76	COc1ccc(C)cc1S(=O)(=O)N(CC(=O)Nc1ccc2c(c1)OCCO2)Cc1ccccc1	/	-0.6%
77	Cc1ccc(CNC(=O)C2CCC(CNc3nc(=S)[nH]c4ccccc34)CC2)cc1 (stereo unspecified)	-7.4	-4.3%
78	CCOC(=O)Cn1c(=NC(=O)C(C)C)sc2c(C)cc(C)cc21	1.3	0.1%
79	CCCN1CCN(CCCNC(=O)CCn2nc(-c3ccccc3)ccc2=O)CC1	1.2	-3.7%
80	CCOC(=O)C1=C(C)N=c2s/c(=C3\C(=O)Nc4ccccc43)c(=O)n2C1c1ccc2c(c1)OCO2 (stereo unspecified)	/	3.6%
81	O=C(CCCOc1ccc(Cl)cc1)Nc1nncs1	6.8	-0.5%
82	COC(=O)C1=C(C)N(C2CCCCC2)C(=O)C1	?	1.2%
83	CCOC(=O)Cc1c(C)[nH]c(=S)[nH]c1=O	/	2.6%
84	CCNC(=S)N1CCN(Cc2ccccc2)CC1	-7.0	4.8%
85	CN1C2CCC1/C(=C\c1ccccc1F)C(=O)/C2=C/c1ccccc1F	/	-2.7%
86	CS(=O)(=O)N1CCC(C(=O)Nc2ccc(Oc3ccccc3)cc2)CC1	9.4	4.2%
87	Cc1nnc(SCC(=O)NCc2ccccc2Cl)n(N)c1=O	-10.9	-1.7%
88	CC1CCN(S(=O)(=O)N2CCC(C(=O)NCc3cccnc3)CC2)CC1	/	2.6%
89	CCCOc1ccc(N2C(=O)CC(NCCc3ccc(S(N)(=O)=O)cc3)C2=O)cc1 (stereo unspecified)	/	4.9%
90	CNC(=O)NC(=O)COC(=O)c1ccc(-n2c(C)ccc2C)cc1	-7.6	0.5%
91	COc1ccc(S(=O)(=O)Nc2nc3ccccc3s2)cc1	/	3.8%
92	COc1cc2c(cc1OC)C1=C(C#N)CN(C3CCCCC3)CN1CC2	6.9	0.8%
93	CCCSc1nc(C)cc(C)c1C(N)=O	-2.6	6.6%
94	COc1ccc(CC(=O)Nc2cc(C)on2)cc1	13.9	-2.3%
95	CCOc1ccc(S(=O)(=O)N2CCN(Cc3ccccc3)CC2)c2cccnc12	4.7	8.7%
96	COc1cc(NC2c3ccccc3C(=O)N2c2ccc(C)cn2)cc(OC)c1OC (stereo unspecified)	/	-1.4%
97	CCOC(=O)c1c(NS(=O)(=O)c2cccc(OC)c2)sc2c1CCC2	3.1	6.5%
98	Cc1cc(Cl)c(S(=O)(=O)Nc2ccc(Cl)cn2)cc1OCC(N)=O	/	2.8%
99	Cn1cc(S(=O)(=O)Nc2ccc(F)cc2F)c(=O)n(C)c1=O	6.8	-3.0%
100	Cc1nc(C)c(C(=O)NCCC(c2ccccc2)c2ccccc2)o1	0.1	-1.0%
101	CCOC(=O)N1CCC(NC(=O)c2cc(C)c3c(C)nn(-c4ccccc4)c3n2)CC1	/	1.6%
102	CC(C)NCC(O)COc1c(F)cc(Br)cc1F (stereo unspecified)	/	-0.3%
103	CC(=O)c1c(O)n(-c2cccc(Cl)c2)c(=O)[nH]c1=O (tested in a mixture with another compound)	4.6	4.6%
104	O=C(c1cc(F)c(F)cc1Cl)N1CCN(c2ccc([N+](=O)[O-])c3ncccc23)CC1	5.2	1.4%

Complete entries, looked up by structure. Order of values: RmlCD inh 1536, M. tuberculosis GlmU
Record of `CCOC(=O)Cc1c(C)[nH]c(=S)[nH]c1=O` : /, 2.6%
Record of `O=[N+]([O-])c1cc(S(=O)(=O)Nc2ccccc2)ccc1N1CCN(c2ccc(O)cc2)CC1` : 9.3, -4.0%
Record of `CCOCCCNC(=O)C1CCN(S(=O)(=O)N(CC(C)C)CC(C)C)CC1` : -12.9, -4.1%

Continuation.
nr	Compound	RmlCD inh 1536	M. tuberculosis GlmU
105	O=C(NC12CC3CC(CC(C3)C1)C2)C1=COCCO1	-6.7	2.4%
106	CCCCOc1ccc(N(CC(=O)NC(C)C)C(=O)CCC(=O)Nc2ccccn2)cc1	-17.8	7.6%
107	O=C(c1cc(-c2ccncc2)nc2ccccc12)N1CCN(c2ccc(N3CCOCC3)nn2)CC1	10.5	/
108	CN(c1ccc(OCC(=O)Nc2nc3ccccc3s2)cc1)S(=O)(=O)c1ccccc1	-13.7	4.2%
109	CC(C)CN(CC(C)C)c1ccc(/C=N/n2cnnc2)cc1[N+](=O)[O-]	/	-0.8%
110	O=S(=O)(Nc1cccc2c1CCCC2)c1cccc(C(F)(F)F)c1	/	0.9%
111	C=CCn1c(SCC(=O)NCCOC)nnc1-c1cc2c(s1)CCC(CC)C2 (stereo unspecified)	6.5	-1.9%
112	COc1ccc(C(=O)OCC(=O)c2ccc(C3CCCCC3)cc2)cc1	3.6	2.5%
113	Nc1nc(-c2ccc(Cl)cc2)nn1C(=O)c1cccnc1	4.0	-2.9%
114	COc1cc2c(cc1NC(=O)CSc1nc3ccc(C)cc3[nH]1)oc1ccccc12	-86.2	2.6%
115	Cc1ccc2c(c1)NC(=O)C(CC(=O)O)O2 (stereo unspecified)	-5.4	-0.9%
116	Cc1onc(-c2ccccc2)c1-c1csc(COc2ccccc2)n1	27.7	-0.6%
117	O=C(c1cccc(F)c1)N1CCCC(C(=O)N2CCN(c3ccccc3)CC2)C1 (stereo unspecified)	-7.1	4.8%
118	CC(C)Cc1nnc(NC(=O)CSc2ccccn2)s1	7.9	6.5%

This is a subset; the hit share may differ from the screen's.
